BioA inh: inhibitors of Mycobacterium tuberculosis BioA enzyme. purified M. tuberculosis BioA enzyme, plate reader. inhibition, % at 9.99 µM. 360,000 compounds, 0.096% hits; in the data active means inhibition above about 40%
The depositor's hits bear a star. Not all compounds are listed. The share of hits here may be higher or lower than overall.

SMILES,BioA inh
C[C@@H]1CN([C@H](C)CO)S(=O)(=O)c2ccc(C#C[C@@H](C)O)cc2O[C@@H]1CN(C)C,-1.7
Cc1cc(C(=O)Nc2ccc3c(c2)C(=O)N(C)[C@H]2CC[C@@H](CC(=O)NC4CCCC4)O[C@H]2CO3)no1,-2.1
CC(C)NC(=O)Nc1ccc2c(c1)CC(=O)N([C@@H](C)CO)C[C@@H](C)[C@H](CN(C)C)O2,-0.5
COc1ccc(COCC23N=C4SCc5ccccc5C(=O)N4[C@H](c4ccccc4O2)[C@H]3CO[Si](C)(C)C(C)(C)C)cc1,-3.3
C[C@H](CO)N1C[C@H](C)[C@H](CN(C)C(=O)Nc2cccc3ccccc23)Oc2ccc(NS(C)(=O)=O)cc2C1=O,-2.3
CC(=O)N(C)C[C@H]1Oc2cc(C#CCN(C)C)ccc2S(=O)(=O)N([C@@H](C)CO)C[C@H]1C,1.6
COc1ccc(C#Cc2ccc([C@@H]3[C@H]4CN(S(=O)(=O)c5ccccc5)CCCCN4[C@H]3CO)cc2)cc1,-2.1
CO[C@@H]1CN(C)C(=O)c2cc(NS(C)(=O)=O)ccc2OC[C@H](C)N(CC2CCOCC2)C[C@@H]1C,-0.4
CNC[C@@H]1Oc2cc(C#CC(C)(C)O)ccc2S(=O)(=O)N([C@@H](C)CO)C[C@@H]1C,-3.2
COCC(=O)Nc1ccc2c(c1)OC[C@H](C)N(Cc1ccccc1OC)C[C@H](C)[C@H](OC)CN(C)C2=O,-4.6
C[C@@H]1CN([C@H](C)CO)C(=O)c2cc(NC(=O)Cc3ccccc3)ccc2O[C@@H]1CN(C)S(C)(=O)=O,-1.0
COCC(=O)Nc1ccc2c(c1)[C@H]1C[C@H](CC(=O)NCCN3CCCCC3)O[C@@H](CO)[C@H]1O2,-1.4
COCC(=O)Nc1ccc2c(c1)OC[C@@H](C)N(Cc1ccccn1)C[C@H](C)[C@H](OC)CN(C)C2=O,-1.6
CCC(=O)Nc1ccc2c(c1)OC[C@@H](C)N(C(=O)C1CCC1)C[C@H](C)[C@@H](OC)CN(C)C2=O,-2.1
C[C@H]1CN([C@@H](C)CO)C(=O)Cc2cc(NS(=O)(=O)c3ccc(F)cc3)ccc2O[C@@H]1CN(C)S(=O)(=O)c1ccccc1,-0.4
C[C@@H]1CN([C@@H](C)CO)C(=O)Cc2cc(NC(=O)C3CC3)ccc2O[C@H]1CN(C)Cc1ccc(C(=O)O)cc1,-2.3
COC(=O)[C@H]1[C@H](CO)[C@H]2Cn3c(ccc(-c4ccccc4)c3=O)[C@H]2N1CC1CCCCC1,33
COC(=O)[C@H]1[C@H](CO)[C@H]2Cn3c(ccc(-c4cccc(OC)c4)c3=O)[C@@H]1N2C(=O)c1cnccn1,1.3
CCCNC(=O)[C@H]1[C@H](CO)[C@H]2Cn3c(ccc(-c4ccc(F)cc4)c3=O)[C@@H]1N2Cc1ccccc1F,1.0
COCC#Cc1cnc2c(c1)C(=O)N([C@H](C)CO)C[C@@H](C)[C@@H](CN(C)C(=O)C1CCC1)O2,-3.0
CCS(=O)(=O)Nc1ccc2c(c1)C(=O)N(C)C[C@H](OC)[C@H](C)CN(Cc1ccccn1)[C@H](C)CO2,1.0
COc1ccc(CN2C[C@@H](O)COC[C@H]3O[C@@H](CC(=O)NCc4ccccc4Cl)CC[C@@H]32)cc1,-1.6
C[C@@H]1CN([C@H](C)CO)S(=O)(=O)c2ccc(-c3ccncc3)cc2O[C@H]1CN(C)Cc1ccccn1,-0.1
Cc1ccc(S(=O)(=O)Nc2ccc3c(c2)C(=O)N([C@@H](C)CO)C[C@H](C)[C@H](CN(C)C(=O)C2CCCCC2)OCCCC[C@H](C)O3)cc1,2.3
CN(C)CCCNC(=O)[C@@H]1[C@@H](CO)[C@@H]2Cn3c(cccc3=O)[C@H]1N2C(=O)Nc1cc(F)ccc1F,0.5
CN1C(=O)c2cc(NC(=O)c3cnccn3)ccc2OC[C@H]2O[C@@H](CC(=O)NC3CCC3)CC[C@H]21,31
C[C@@H]1CN([C@H](C)CO)C(=O)Cc2cc(NC(=O)Nc3ccc4c(c3)OCO4)ccc2O[C@H]1CN(C)C(=O)Nc1ccccc1,1.3
COc1ccc(S(=O)(=O)N[C@H]2C=C[C@@H](CC(=O)NCc3ccccc3F)O[C@@H]2CO)cc1,-0.8
COc1cccc(S(=O)(=O)N2C[C@H](O)COC[C@H]3O[C@@H](CC(=O)N4CCCCC4)CC[C@@H]32)c1,-0.3
C[C@H](CO)N1C[C@H](C)[C@@H](CN(C)S(=O)(=O)c2ccc(F)cc2)Oc2ccc(N(C)C)cc2CC1=O,-1.4

Next section (four carried over from the part before).
SMILES,BioA inh
C[C@@H]1CN([C@H](C)CO)C(=O)Cc2cc(NC(=O)Nc3ccc4c(c3)OCO4)ccc2O[C@H]1CN(C)C(=O)Nc1ccccc1,1.3
COc1ccc(S(=O)(=O)N[C@H]2C=C[C@@H](CC(=O)NCc3ccccc3F)O[C@@H]2CO)cc1,-0.8
COc1cccc(S(=O)(=O)N2C[C@H](O)COC[C@H]3O[C@@H](CC(=O)N4CCCCC4)CC[C@@H]32)c1,-0.3
C[C@H](CO)N1C[C@H](C)[C@@H](CN(C)S(=O)(=O)c2ccc(F)cc2)Oc2ccc(N(C)C)cc2CC1=O,-1.4
CO[C@@H]1CN(C)C(=O)c2cc(NC(C)=O)ccc2OC[C@H](C)NC[C@H]1C,0.5
CCNC(=O)[C@@H]1[C@@H](CO)[C@@H]2Cn3c(ccc(-c4ccc(F)cc4)c3=O)[C@H]1N2C,-2.4
COCCNC(=O)C[C@H]1C[C@H]2c3cc(NC(=O)Nc4ccccc4)ccc3O[C@H]2[C@H](CO)O1,-0.4
COc1ccc(NC(=O)N(C)C[C@@H]2Oc3ccc(NC(=O)Cc4ccccc4)cc3CC(=O)N([C@H](C)CO)C[C@H]2C)cc1,-0.2
CO[C@@H]1CN(C)C(=O)c2ccc(NC(C)=O)cc2OC[C@@H](C)N(S(C)(=O)=O)C[C@H]1C,-2.3
Cc1ccc(S(=O)(=O)Nc2ccc3c(c2)CC(=O)N([C@@H](C)CO)C[C@@H](C)[C@H](CN(C)C)O3)cc1,-2.0
N#C[C@H]1N[C@@H](CO)[C@H]1c1ccccc1,0.4
CCCN1[C@@H]2c3ccc(-c4ccc(F)cc4)c(=O)n3C[C@@H]2[C@@H](CO)[C@@H]1C(=O)OC,1.6
C[C@H](CO)N1C[C@H](C)[C@@H](CN(C)C(=O)Nc2cccc3ccccc23)OCc2cnnn2CCCC1=O,-0.9
C[C@@H]1CN([C@H](C)CO)C(=O)c2cc(NS(=O)(=O)c3ccccc3)ccc2O[C@@H]1CN(C)Cc1ccc(C(F)(F)F)cc1,-4.1
COc1ccc(S(=O)(=O)Nc2ccc3c(c2)C(=O)N([C@H](C)CO)C[C@@H](C)[C@H](CN(C)C(=O)Nc2c(C)noc2C)OCCCC[C@@H](C)O3)cc1,-1.6
C[C@@H]1CCCCO[C@@H](CN(C)S(=O)(=O)c2ccc(F)cc2)[C@H](C)CN([C@@H](C)CO)C(=O)c2cc(NS(=O)(=O)c3ccc(Cl)cc3)ccc2O1,0.4
C[C@H]1CN([C@@H](C)CO)C(=O)c2cccc(NS(=O)(=O)c3ccccc3)c2O[C@H]1CN(C)S(=O)(=O)c1ccc(F)cc1,-4.2
C[C@@H]1CN([C@@H](C)CO)C(=O)c2cccc(NC(=O)Nc3ccc(C(F)(F)F)cc3)c2O[C@H]1CN(C)Cc1ccncc1,-1.4
CCCc1cn(CC[C@H]2CC[C@@H](NC(=O)Nc3ccccc3F)[C@H](CO)O2)nn1,3.3
C[C@H]1CN([C@@H](C)CO)C(=O)c2c(c3ccccc3n2C)-c2ccccc2CO[C@@H]1CN(C)C(=O)Nc1ccc2c(c1)OCO2,0.6
C[C@@H]1CCCCO[C@H](CN(C)S(C)(=O)=O)[C@@H](C)CN([C@@H](C)CO)C(=O)c2cc(NC(=O)Nc3ccc(C(F)(F)F)cc3)ccc2O1,0.3
CS(=O)(=O)Nc1ccc2c(c1)[C@@H]1C[C@@H](CC(=O)NCc3ccc(Oc4ccccc4)cc3)O[C@H](CO)[C@@H]1O2,2.5
C[C@@H]1CN([C@H](C)CO)C(=O)c2cc(NC(=O)CCN3CCOCC3)ccc2O[C@@H]1CN(C)C(=O)Nc1ccc(C(F)(F)F)cc1,0.8
O=C(CCN1CCCCC1)N[C@H]1C=C[C@H](CC(=O)N2CCC(Cc3ccccc3)CC2)O[C@H]1CO,2.5
Cc1ccc(S(=O)(=O)N2C[C@H](O)COC[C@@H]3O[C@H](CC(=O)NCC4CCCCC4)CC[C@H]32)cc1,1.7
COc1ccc(S(=O)(=O)N(C)C[C@@H]2Oc3ccc(NS(=O)(=O)c4c(C)noc4C)cc3C(=O)N([C@H](C)CO)C[C@H]2C)cc1,-2.2
COc1ccc(C#Cc2ccc([C@@H]3[C@H]4CN(C(=O)c5ccncc5)CCCCN4[C@H]3CO)cc2)cc1,-0.6
C[C@H]1CN([C@@H](C)CO)S(=O)(=O)c2ccc(C#Cc3cccnc3)cc2O[C@H]1CN(C)C,11
O=C([C@H]1[C@H](CO)[C@H]2Cn3c(cccc3=O)[C@@H]1N2C(=O)c1ccc(F)cc1)N1CCCCC1,-0.1
Cc1noc(C)c1NC(=O)Nc1ccc2c(c1)CC(=O)N([C@@H](C)CO)C[C@H](C)[C@@H](CN(C)CC1CC1)O2,-1.5
C[C@H](CO)N1C[C@H](C)[C@@H](CN(C)Cc2ccc(-c3ccccc3)cc2)Oc2ccc(NC(=O)CCN3CCOCC3)cc2C1=O,1.2
COc1ccc(NC(=O)N(C)C[C@@H]2OCCCC[C@H](C)Oc3ccc(NC(=O)Nc4c(C)noc4C)cc3C(=O)N([C@@H](C)CO)C[C@@H]2C)cc1,-1.5
C[C@H]1CN([C@@H](C)CO)C(=O)Cc2cc(NC(=O)Nc3ccc4c(c3)OCO4)ccc2O[C@@H]1CN(C)S(=O)(=O)c1cccs1,0.8
CCCNC(=O)N(C)C[C@H]1Oc2ncc(C#Cc3ccccc3F)cc2C(=O)N([C@@H](C)CO)C[C@H]1C,-0.3

2 entries from above in another layout:
C[C@@H]1CN([C@H](C)CO)C(=O)c2cc(NS(=O)(=O)c3ccccc3)ccc2O[C@@H]1CN(C)Cc1ccc(C(F)(F)F)cc1
  BioA inh: -4.1
COc1ccc(S(=O)(=O)Nc2ccc3c(c2)C(=O)N([C@H](C)CO)C[C@@H](C)[C@H](CN(C)C(=O)Nc2c(C)noc2C)OCCCC[C@@H](C)O3)cc1
  BioA inh: -1.6

Copied from the list:
Result for `C[C@H]1CN([C@@H](C)CO)C(=O)Cc2cc(NC(=O)Nc3ccc4c(c3)OCO4)ccc2O[C@@H]1CN(C)S(=O)(=O)c1cccs1` in BioA inh: 0.8
Result for `COc1ccc(NC(=O)N(C)C[C@@H]2OCCCC[C@H](C)Oc3ccc(NC(=O)Nc4c(C)noc4C)cc3C(=O)N([C@@H](C)CO)C[C@@H]2C)cc1` in BioA inh: -1.5
Result for `C[C@H](CO)N1C[C@H](C)[C@@H](CN(C)Cc2ccc(-c3ccccc3)cc2)Oc2ccc(NC(=O)CCN3CCOCC3)cc2C1=O` in BioA inh: 1.2
Result for `CO[C@@H]1CN(C)C(=O)c2cc(NC(C)=O)ccc2OC[C@H](C)NC[C@H]1C` in BioA inh: 0.5

Remaining list, next part.
SMILES,BioA inh
CCCC(=O)N1C[C@@H]2[C@H](c3ccccc31)[C@H](CO)N2C(=O)CC1CC1,-2.5
C[C@H]1CN([C@@H](C)CO)C(=O)c2cc(NC(=O)CCN3CCOCC3)ccc2O[C@@H]1CN(C)Cc1ccc(-c2ccccc2)cc1,-0.4
CC(C)NC(=O)N(C)C[C@@H]1OCCCC[C@@H](C)Oc2ccc(NS(=O)(=O)c3ccccc3)cc2C(=O)N([C@H](C)CO)C[C@@H]1C,0.7
COc1ccccc1CN1C[C@@H](C)[C@@H](OC)CN(C)C(=O)c2cc(NC(C)=O)ccc2OC[C@H]1C,-0.5
CO[C@@H]1CC[C@@H]2CCOc3ccc(C#N)cc3C(=O)N(C)C[C@@H](c3ccccc3)CC(=O)N(C)C[C@@H]1O2,-0.3
C[C@@H]1CN([C@H](C)CO)C(=O)c2cccc(NC(=O)Nc3ccc(F)cc3)c2O[C@H]1CN(C)Cc1ccncc1,-0.8
O=C(C[C@H]1C[C@H]2c3cc(NS(=O)(=O)c4ccc(F)cc4)ccc3O[C@H]2[C@H](CO)O1)NCc1ccccc1,1.6
O=C(C[C@H]1CC[C@@H](NS(=O)(=O)c2ccc(F)cc2)[C@@H](CO)O1)NCc1ccncn1,0.7
CCNC(=O)[C@H]1[C@H](CO)[C@H]2Cn3c(ccc(-c4cncnc4)c3=O)[C@H]2N1C(=O)c1ccccc1F,-1.4
CNC[C@H]1Oc2ccc(NS(=O)(=O)c3ccc(F)cc3)cc2CC(=O)N([C@H](C)CO)C[C@@H]1C,0.4
CN1C(=O)c2cc(NC(=O)C3CCOCC3)ccc2OC[C@@H]2O[C@@H](CC(=O)NCC3CCCCC3)CC[C@H]21,0.1
CCCNC(=O)N1C[C@H](O)COC[C@@H]2O[C@@H](CC(=O)N3CCOCC3)CC[C@H]21,-0.4
C[C@@H]1CN([C@@H](C)CO)C(=O)c2cc(NS(=O)(=O)c3ccc(Cl)cc3)ccc2O[C@H]1CN(C)Cc1ccc(C(=O)Nc2ccccc2N)cc1,-1.2
COc1cccc(CNC(=O)C[C@H]2C=C[C@H](NC(C)=O)[C@H](CO)O2)c1,-0.8
CC(C)NC(=O)Nc1ccc2c(c1)C(=O)N([C@H](C)CO)C[C@H](C)[C@@H](CN(C)Cc1ccncc1)OCCCC[C@@H](C)O2,-0.7
C[C@@H]1CCCCO[C@H](CN(C)S(=O)(=O)c2ccc(F)cc2)[C@H](C)CN([C@H](C)CO)C(=O)c2cc(NC(=O)CCC(F)(F)F)ccc2O1,-2.5
CCNC(=O)C[C@H]1CC[C@@H]2[C@H](COc3ccc(NC(=O)Cc4ccccc4)cc3C(=O)N2C)O1,0.2
Cc1ccccc1S(=O)(=O)N(C)C[C@@H]1OCc2ccccc2-c2ccccc2C(=O)N([C@H](C)CO)C[C@@H]1C,-1.9
CN(C)c1ccc2c(c1)[C@H]1C[C@H](CC(=O)NCc3ccncc3)O[C@H](CO)[C@H]1O2,0.7
O=C(CC(F)(F)F)N1C[C@@H]2[C@H](c3ccccc31)[C@@H](CO)N2C(=O)C1CCCCC1,-1.4

Source: PubChem (Broad Institute)
